Screening data from PubChem BioAssay.
Gli-Sufu block = Gli-Sufu pathway antagonists, primary screen, luciferase luminescence, Sufu-KO-LIGHT cells, uHTS | Sufu-KO-LIGHT fibroblasts, Gli luciferase reporter luminescence | inhibition, % at 5 µM | hit rate 0.74% among 340,000;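 active = inhibition above about 55%, limit read from the data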;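 also: 0% = DMSO-treated cells and 100% = wells with medium but no cells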
HKDC1 inh = HKDC1 hexokinase inhibitors, primary screen, biochemical, fluorescence, uHTS | Q2TB90 | recombinant HKDC1, G6PDH/diaphorase resazurin coupled fluorescence | inhibition, % at 20 µM | hit rate 0.16% among 340,000;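 active = inhibition above about 35% when tested at 20 µM, limit read from the data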;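 also: plate controls were DMSO wells with enzyme for no effect and DMSO wells lacking enzyme for full effect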
Target sequence (Q2TB90 whole entry, looked up): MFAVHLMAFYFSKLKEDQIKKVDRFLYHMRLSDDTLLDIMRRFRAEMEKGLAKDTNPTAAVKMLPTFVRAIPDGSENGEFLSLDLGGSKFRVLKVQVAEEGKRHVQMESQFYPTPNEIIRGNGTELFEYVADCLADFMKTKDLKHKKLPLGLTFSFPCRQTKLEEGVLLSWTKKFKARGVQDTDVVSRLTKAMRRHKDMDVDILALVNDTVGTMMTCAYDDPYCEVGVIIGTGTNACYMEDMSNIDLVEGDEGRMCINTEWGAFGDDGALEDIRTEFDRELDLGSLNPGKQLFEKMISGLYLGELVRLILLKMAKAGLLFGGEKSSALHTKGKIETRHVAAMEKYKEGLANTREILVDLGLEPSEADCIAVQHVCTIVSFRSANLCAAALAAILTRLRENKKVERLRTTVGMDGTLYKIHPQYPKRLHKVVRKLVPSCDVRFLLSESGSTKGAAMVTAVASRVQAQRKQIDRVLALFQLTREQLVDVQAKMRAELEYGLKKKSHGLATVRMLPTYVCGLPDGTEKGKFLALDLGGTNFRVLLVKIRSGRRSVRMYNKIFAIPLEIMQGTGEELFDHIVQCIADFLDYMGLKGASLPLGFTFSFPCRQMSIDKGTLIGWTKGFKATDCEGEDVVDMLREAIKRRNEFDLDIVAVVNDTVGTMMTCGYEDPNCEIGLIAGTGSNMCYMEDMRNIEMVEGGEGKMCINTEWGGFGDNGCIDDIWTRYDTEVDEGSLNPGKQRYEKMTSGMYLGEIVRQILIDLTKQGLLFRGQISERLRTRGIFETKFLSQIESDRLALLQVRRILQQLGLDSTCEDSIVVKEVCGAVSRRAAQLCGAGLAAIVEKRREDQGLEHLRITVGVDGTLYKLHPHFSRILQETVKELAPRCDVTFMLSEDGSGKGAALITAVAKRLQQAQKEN
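Assay system: recombinant HKDC1 hexokinase; detection: coupled resazurin fluorescence, excitation 525 nm, emission 613 nm; benchmarks: DMSO-plus-enzyme-mix negative control, buffer-substituted positive control; compound dosing: single 20 µM dose; schedule: 90 min at room temperature in dark; also added: glucose plus 1 mM ATP as hexokinase substrates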
Starred values were filed as active, the others as inactive.

1) COc1ccc(C=C(C#N)c2ccc(OC)cc2)cc1
2) COC(=O)c1cc(C)ccc1/C=C1/Cc2c(C)cc(C)cc2C1=O
3) CCN(CC)c1ccc(S(=O)(=O)N2CCOCC2)cc1NC(=O)COC(=O)C1=COCCO1
4) CCOC(=O)N1CCN(c2ncnc3c2cnn3-c2ccc(OC)cc2)CC1
5) COc1cccc(CN(C)C(=O)c2ccc(NC(=O)CC3SC(N4CCCCC4)=NC3=O)cc2)c1OC (configuration not stated)
6) Cc1cc(C)c(S(=O)(=O)Nc2cc(SCC(=O)O)c(O)c3ccccc23)cc1C
7) COC(=O)C1CC2=C(CCCC2=O)N(c2ccccc2)C1=O (configuration not stated)
8) Cc1cnc(NC(=O)c2cc(-c3ccccc3)nn2-c2ccccc2)s1
9) O=C(CCCCC(=O)OC1CCCCC1)OC1CCCCC1
10) COC(=O)CSc1nc(SC)nc2c1sc1nc(-c3ccco3)c3c(c12)CC(C)(C)OC3

Compound,1,2,3,4,5,6,7,8,9,10
Gli-Sufu block,-94.2,17.8,-14.7,25.7,5.7,17.5,-37.3,-0.7,-8.3,-0.1
HKDC1 inh,-3.4,2.1,2.7,3.7,-5.0,54.1*,-1.4,3.2,-0.3,-7.5

11) CC(C)C(=O)Nc1cccc(COc2ccc(CN(Cc3ccccc3)C(=O)OC(C)(C)C)cc2)c1
12) O=C(CN1C(=O)NC2(CCCC2)C1=O)N1CCN(c2ccc(C(F)(F)F)cc2[N+](=O)[O-])CC1
13) CC(C)C[C@@H](CN)NC(=O)c1nc[nH]c1C(=O)N[C@@H](Cc1c[nH]c2ccccc12)C(=O)CNC[C@H](C)NC(=O)c1nc[nH]c1C(=O)N[C@@H](C)C(=O)O
14) Cc1ccc2cc(C(c3nnnn3CC3CCCO3)N3CCCC4(CCCCC4)C3)c(=O)[nH]c2c1 (configuration not stated)
15) CCC1([N+](=O)[O-])COC(C=Cc2ccccc2)OC1 (configuration not stated)
16) Nc1c(N(CCC2=CCCCC2)C(=O)COc2ccc([N+](=O)[O-])cc2)c(=O)[nH]c(=O)n1Cc1ccccc1
17) CN1CCN(CCCNc2nc3ccccc3c3nc(-c4ccccc4)nn23)CC1
18) CN(Cc1ccccc1)C(=O)c1cccc(NC(=O)Cc2ccc(NC(=O)C3CCN(C(=O)c4ccccc4)CC3)cc2)c1
19) O=c1n(Cc2ccccc2Cl)c2sc3c(c2c2ncnn12)CCCC3
20) CCN1C(=O)/C(=C\c2ccc(-c3ccc([N+](=O)[O-])cc3OC)o2)SC1=Nc1cccc(C(=O)O)c1

Compound,11,12,13,14,15,16,17,18,19,20
Gli-Sufu block,1.8,0.6,-0.4,-4.3,-10.2,15.3,-7.7,-4.7,-0.3,8.6
HKDC1 inh,-1.5,-3.2,12.3,-0.4,-4.6,1.7,2.2,5.5,4.0,8.0

Down the list, quoted from above.
Entries 13 to 17 in HKDC1 inh read 12.3, -0.4, -4.6, 1.7, 2.2
Entries 13 to 17 in Gli-Sufu block read -0.4, -4.3, -10.2, 15.3, -7.7

Other entries follow:
21) O=C(/C(=C/c1ccncc1)n1ccnc1)c1ccc(Cl)cc1Cl
22) CC(C)CNC(=O)COC(=O)c1c2c(nc3ccccc13)/C(=C\c1cccs1)CC2
23) S=C(NN=C(c1ccccc1)c1ccccn1)N(Cc1ccccn1)Cc1ccccn1
24) CCOc1cccc2cc(-c3nnc(NCc4ccc5c(c4)OCO5)s3)c(=O)oc12
25) CCS(=O)(=O)c1ccc(C=NNc2nc3ccccc3o2)cc1
26) CCOC(=O)/C(C#N)=C/c1cccc(C)c1
27) O=C1NC(=S)NC1=Cc1ccc(Cl)cc1Cl
28) Cc1[nH]n(C(N)=S)c(=O)c1N=Nc1ccc2ccccc2c1
29) O=C1C=CC(=O)N1c1ccccc1N1C(=O)C=CC1=O
30) COc1ccccc1-c1cccc([C@@H]2C[C@H]3[C@H](CON3C)CN2Cc2cc(Cl)cc(Cl)c2)c1

Compound,21,22,23,24,25,26,27,28,29,30
Gli-Sufu block,6.3,30.3,69.0*,3.3,-89.6,-6.1,2.7,-20.1,15.9,8.3
HKDC1 inh,4.2,-6.6,-46.0,-1.0,-5.2,14.0,1.1,-25.7,-9.2,0.9

31) Cc1oc2cc(Br)c(O)c(Br)c2c1-c1ccccc1
32) Cc1cc(NC(=O)CSc2nc3c([nH]c4ccccc43)c(=O)n2-c2cccc(C(F)(F)F)c2)no1
33) Cc1[nH][nH]c(=O)c1C(c1ccc(-c2ccc(Cl)c(C(=O)O)c2)o1)c1c(C)[nH][nH]c1=O
34) COc1cccc(CN(c2ccccc2C(=O)O)S(=O)(=O)c2ccc(C)cc2)c1
35) COc1ccc(CCN2CC(C(=O)OCC(=O)N(C)CC(=O)Nc3ccccc3Cl)CC2=O)cc1OC (configuration not stated)
36) ON(CCc1ccccn1)CCc1ccccn1
37) Cc1c(Br)c(=O)oc2c(Br)c(O)c(O)cc12
38) O=C(N=Nc1c(O)n(Cc2ccccc2)c2ccccc12)c1cc2ccccc2cc1O
39) Cc1cc(C(=O)COc2nncc3ccccc23)c(C)n1C
40) COc1ccc(/C=N/Nc2nc(N3CCCC3)nc(N3CCCC3)n2)cc1

Compound,31,32,33,34,35,36,37,38,39,40
Gli-Sufu block,-4.6,19.4,17.7,16.0,1.5,-9.2,0.4,-64.0,-4.1,-2.4
HKDC1 inh,0.3,-2.9,0.2,2.1,4.5,-5.0,3.1,-6.3,-2.4,-7.6

41) Cc1ccc(-n2c(C)cc(C=C3C(=O)N(C)C(=O)N(C)C3=O)c2C)cc1
42) CC(C)[C@H](NC(=O)OCc1ccccc1)C(=O)OCC(=O)NCc1ccco1
43) Cc1nn(Cc2c(F)c(F)c(F)c(F)c2F)c(C)c1NC(=O)c1ccc(COc2ccccc2Cl)cc1
44) Oc1ccccc1C=NN=Cc1c(O)ccc2ccccc12
45) Cc1nn(-c2cccc(C(F)(F)F)c2)c(Cl)c1/C=N/Nc1cccc(C(=O)O)c1
46) CCCCn1c(NS(=O)(=O)c2ccccc2)c(S(=O)(=O)c2ccc(C)cc2)c2nc3ccccc3nc21
47) CC1=CC(=O)C(C(C)=Nc2cccc(Cl)c2)C(=O)O1 (configuration not stated)
48) O=C(Cc1ccc(NC(=O)C2CCN(C(=O)C3CCCCC3)CC2)cc1)Nc1cccc(C(=O)N2CCCCC2)c1
49) Cn1c(-c2c(N)n(-c3ccccc3)c3nc4ccccc4nc23)nc2ccccc21
50) CC1(C)OC2OC3C(CNCCO)OC(c4ccccc4)OC3C2O1 (configuration not stated)

Compound,41,42,43,44,45,46,47,48,49,50
Gli-Sufu block,1.9,-12.7,9.6,1.2,-188.2,11.2,-10.0,-2.2,0.2,-2.3
HKDC1 inh,-7.4,-5.5,-6.3,10.2,-2.6,0.4,-5.5,-1.5,7.8,-4.3

4 records drawn at random from the list so far:
49) Cn1c(-c2c(N)n(-c3ccccc3)c3nc4ccccc4nc23)nc2ccccc21
43) Cc1nn(Cc2c(F)c(F)c(F)c(F)c2F)c(C)c1NC(=O)c1ccc(COc2ccccc2Cl)cc1
45) Cc1nn(-c2cccc(C(F)(F)F)c2)c(Cl)c1/C=N/Nc1cccc(C(=O)O)c1
48) O=C(Cc1ccc(NC(=O)C2CCN(C(=O)C3CCCCC3)CC2)cc1)Nc1cccc(C(=O)N2CCCCC2)c1

Compound,49,43,45,48
Gli-Sufu block,0.2,9.6,-188.2,-2.2
HKDC1 inh,7.8,-6.3,-2.6,-1.5

The listing continues.
51) COC(=O)c1cncn1Cc1ccccc1
52) O=C(Nc1ccc(C(=O)N2CCOCC2)cc1)c1ccccc1
53) OC(CCN1CCC2CCC(C2)C1)c1ccc(Br)cc1 (configuration not stated)
54) O=C(CC1N=C2c3ccccc3N=C(SCc3ccc(Cl)cc3)N2C1=O)NCc1ccco1 (configuration not stated)
55) Cc1ccccc1C(N)=O
56) COc1ccccc1OCCNC(=O)c1ccc(NC(=O)CC2SC(N3CCCC3)=NC2=O)cc1 (configuration not stated)
57) O=c1[nH]c2c(c(=O)[nH]1)CCCCCC2
58) CCN1C[C@@H]2[C@@H]3C(=O)N(C)C(=O)[C@@H]3[C@](C)(C1=O)N2C(=O)c1ccc(Cl)cc1
59) O=c1[nH]c2nc(Br)[nH]c(=O)c2[nH]1
60) C[C@@H](C(=O)Nc1cc(C(F)(F)F)ccc1N1CCOCC1)N1C(=O)C2CC=CCC2C1=O (some centres not stated)

Compound,51,52,53,54,55,56,57,58,59,60
Gli-Sufu block,3.8,-5.9,-0.5,-0.5,-12.9,3.6,0.5,2.6,1.6,0.3
HKDC1 inh,-5.5,-5.0,-7.6,8.9,-5.6,-6.2,-2.3,-7.0,-6.4,-5.1

61) CC(C)(C)OC(=O)N1CCC(C(=O)Nc2cccc(C(=O)N3CCCCC3)c2)CC1
62) O=c1[nH][nH]c(=O)c2nc(Nc3ccccc3)ncc12
63) COc1c(C)cccc1C(=O)NC(=S)Nc1cccc2nsnc12
64) C=CCn1c(SC)nccc1=O
65) CC12CN3CC(C)(CN(C1)C3c1ccc3c(c1)OCO3)C2=O (configuration not stated)
66) O=C1NC(=O)C(c2ccccc2)N1 (configuration not stated)
67) CC1(C)SC2C(C(=O)O)N=C(Cc3ccccc3)N2C1C(=O)O (configuration not stated)
68) O=C(CN1C(=O)CCS(=O)(=O)c2ccccc21)Nc1ccc2c(c1)OCCO2
69) Nc1ccc(C(=O)NN2C(=O)[C@H](Cl)C2c2ccc(Cl)cc2)cc1 (some centres not stated)
70) Cc1cc2cc(CN(Cc3cccs3)C(c3nnnn3C(C)(C)C)C(C)C)c3nnnn3c2cc1C (configuration not stated)

Compound,61,62,63,64,65,66,67,68,69,70
Gli-Sufu block,-2.1,-0.2,-40.6,1.8,-37.7,7.1,2.6,-0.2,10.1,11.4
HKDC1 inh,-4.9,-1.8,13.0,-5.1,1.5,-8.4,2.1,-7.9,14.9,1.7

71) CCCCC[C@@H](/C=C/C1C(=O)C=C[C@H]1C/C=C\CCCC(=O)OC)OC(C)=O (some centres not stated)
72) CCn1c(CCNC(=O)c2ccc(OC)cc2)nnc1SCc1ccc(Cl)c(Cl)c1
73) C[n+]1ccccc1/C=C/c1c(F)cccc1F
74) O=[N+]([O-])c1ccccc1C=NNc1ccccc1
75) CC(/C=C/c1ccc(O)cc1)=NNc1ccccc1
76) O=C1c2ccccc2C(=O)N1CCCn1c2ccc(Cl)cc2c2nc3ccccc3nc21
77) CSc1ccccc1NC(=O)C(C)N(C)CC(=O)N1CCN(Cc2ccccc2)CC1 (configuration not stated)
78) CCN(c1ccccc1)S(=O)(=O)c1ccc(Cl)c(C(=O)NC2CCN(Cc3ccccc3)CC2)c1
79) COC1C(O)C(O)C(O)C(O)C1O (configuration not stated)
80) Cc1sc(NC(=S)NC(=O)CCc2ccccc2)c(C(N)=O)c1C

Compound,71,72,73,74,75,76,77,78,79,80
Gli-Sufu block,4.3,8.3,4.8,-5.1,2.3,2.4,9.2,35.9,5.3,31.6
HKDC1 inh,25.0,1.9,3.0,10.5,-2.3,-5.5,-4.3,-2.6,-6.8,-6.1

81) O=C(COC(=O)c1cc(S(=O)(=O)Nc2ccccc2Cl)ccc1O)Nc1nc2ccccc2s1
82) CSCCC(NC(=O)c1cccc(S(=O)(=O)N2CCN(C(C)=O)CC2)c1)c1nc2ccccc2[nH]1 (configuration not stated)
83) O=C(Cc1ccccc1)N(c1ccccc1)c1ccccc1
84) COc1cc(/C=N/NC(=O)Nc2cccc3nsnc23)cc(OC)c1OC
85) OC(CNCCN1CCNCC1)Cc1ccccc1 (configuration not stated)
86) O=C(O)CCn1cc(/C=C/C(=O)c2ccc(Cl)cc2)c(-c2ccc(Br)cc2)n1
87) COc1cccc2c(=O)c(C(=O)NCCc3ccccc3)c[nH]c12
88) C/C=C1\NC(=O)[C@H](CC(N)=O)N(C)C(=O)C([C@@H](C)O)NC(=O)C(CCCc2ccc(OC)cc2)NC(=O)[C@H](C(C)C)NC(=O)/C(=C\C)NC(=O)[C@H](O)[C@@H](C[C@@H](O)CCCCCCC)NC(=O)[C@H](C)NC(=O)CN(C)C(=O)[C@H](CCC(N)=O)NC1=O (some centres not stated)
89) O=C(c1ccc(S(=O)(=O)N2CCC(c3nc4ccccc4s3)CC2)cc1)N1CCCCC1
90) COc1ccccc1C=CC(=O)C=Cc1ccccc1OC
91) Cc1ccc(C2(C)NC(=O)N(CC(=O)NCCN3C(=O)S/C(=C\c4cccnc4)C3=O)C2=O)cc1 (configuration not stated)
92) O=C(O)c1ccc(Oc2nc3ccccc3s2)cc1

Compound,81,82,83,84,85,86,87,88,89,90,91,92
Gli-Sufu block,2.1,9.1,13.9,8.9,5.0,12.9,-42.3,-7.4,13.4,-8.2,-10.2,-47.2
HKDC1 inh,7.6,-3.5,0.0,0.5,-8.1,6.4,10.3,0.1,20.3,13.2,1.8,-4.5

Some of the compounds tested (hit frequency here may not be typical).
